# Bioassay records as filed in PubChem BioAssay.
# GALK inh: blocks human galactokinase activity | P51570 | Purified GALK, Kinase-Glo residual ATP luminescence | Potency, µM (doses to about 57.5 µM), for the others: at the top dose activity change, negative = inhibition, actives largely listed as inhibitors | 0.007% of 270,000 active | AID 1868; further: potency means the concentration at half of the fitted maximal effect; on the % scale 0 is the no-effect control and ±100 the full control effect
#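 Compounds were pin-transferred into ATP buffer (35 uM final), then GALK plus galactose (5 nM, 100 uM final) was added. After 1 h at room temperature, Kinase-Glo Plus was added and luminescence read after 10 min.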
# Giardia killer: kills Giardia lamblia. activity change, % at 7.66 µM, hits read low. 0.15% of 340,000 active. Giardia lamblia trophozoite viability; in the data active means activity change below about -80%; inconclusive means between about -30% and that limit;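 further: parasites exposed to compound for two days anaerobically before the ATP read; on the % scale 0 is the no-effect control and ±100 the full control effect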
#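 Trophozoites 100 cells/well + cpd; 48 hrs, 37 deg C, anaerobic. ATPLite 1-Step added, 15-30 min RT, luminescence read (ATP-based viability).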
# Tb PFK inh: inhibitors of T. brucei phosphofructokinase. O15648. T. brucei PFK, ADP-Glo luminescence. Potency, µM (highest dose often 57.5 µM), for the others: at the highest dose activity, negative = inhibition, most hits filed as inhibitors. 0.17% of 330,000 active. AID 485367;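 further: potency means the concentration at half of the fitted maximal effect; 0% = uninhibited 1x PFK enzyme wells and -100% = no-enzyme wells; nearly all actives have a fitted effect of over 60% in size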
#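 ADP-Glo luminescence quantified ADP after 45 min at room temperature, with 1.25 nM T. brucei PFK, 0.1 mM ATP and 0.5 mM fructose-6-phosphate in pH 8.0 TEA buffer. qHTS titrations up to 57 µM; curves classified by quality.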
# Coupling enz: inhibits coupling enzyme system, counter-screen for aldolase hits; coupling enzyme system counterscreen, AmpLite Red fluorescence; activity change, negative = inhibition, % at 58.2 µM, hits read low; 0.67% of 290,000 active; AID 2472; in the data active means activity change below about -30%; further: on the % scale 0 is the no-effect control and ±100 the full control effect
#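 Final compound at 57.5 uM, incubated 10 min at RT with coupling enzyme reagent (glyceraldehyde-3-phosphate), then 20 min with substrate and AmpLite Red detection. Fluorescence read at 525/598 nm; tests interference with the coupling assay, not aldolase inhibition.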
# Menin-MLL TR inh: inhibitors of human menin-MLL interaction, mutant MLL peptide. O00255. AID 1768. Menin + Texas Red MLL mutant peptide, fluorescence polarization. 0.23% of 270,000 active. Potency, µM (highest dose often 61.6 µM), without a hit: at the highest dose FP activity change, negative = inhibition, usual class: inhibitors; active means well fitted inhibition curve with a large enough effect in the polarisation, with a control signal flat, not every such curve was filed as active; inconclusive means small, poorly fitted or top-dose-only effect, or effect the other way, or a change in a side signal; inactive means no such curve, though single readings can be large or run the other way; the % refers to the polarisation; further: potency means the concentration at half of the fitted maximal effect; % of control where 0% means no effect; many of its hits are not listed in these tables
# a7 integrin act: activators of alpha7 integrin expression for muscular dystrophy. alpha7betagal myoblasts, beta-gal FDG fluorescence, 48 h. Potency, µM (series often up to 38.3 µM), for inactives: at the highest dose activation, hits mostly activators. 0.064% of 350,000 active. AID 624291;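 further: potency means the concentration at half of the fitted maximal effect; 100% = response of the positive control SU9516; nearly all actives have a fitted effect of over 60% in size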
#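 alpha7betagal+/- myoblasts (passage 13, 250/well) treated 48 h at 37C with compounds at 1:260 dilution of DMSO stock. Lysed, then beta-galactosidase activity read as FDG fluorescence (ex 480/em 540) after 30 min, with pre-read for autofluorescence.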
# BCR signal inh: chronic active BCR signaling inhibition; ABC-DLBCL IkBa-CBG/CBR reporter, luminescence ratio, 4 h; Potency, µM (series often up to 46.1 µM), inactives show top-dose ratio change, negative = lower green/red ratio, actives largely listed as inhibitors; 0.05% of 340,000 active; active means well fitted inhibition curve with a large enough effect in the signal ratio, with a control signal flat, not every such curve was filed as active; inconclusive means small, poorly fitted or top-dose-only effect, or effect the other way, or a change in a side signal; the % refers to the signal ratio;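 further: potency means the concentration at half of the fitted maximal effect; plate controls were basal doxycycline-induced cells for no effect and cells given 10 µM MG132 for full effect; MG132 reads +100%, hits lower the ratio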
#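 Concentration-response series (up to 46 uM) were applied to TMD8 dual-reporter cells for 4 h at 37C with doxycycline. Green/red ratio, after filter-overlap correction, defined %Activity; red signal alone was normalised to basal cells and zero luminescence.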
# B2AR arrestin: agonists driving beta-arrestin recruitment to human beta2-adrenergic receptor; P07550; beta-arrestin recruitment to beta2AR, cell-based reporter; Potency, µM (doses to about 46.1 µM), without a hit: top-dose activation, usual class: activators; 0.02% of 330,000 active;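 further: potency means the concentration at half of the fitted maximal effect; 0% = DMSO controls and full agonism = EC100 isoproterenol or metaproterenol; nearly all actives have a fitted effect of over 65% in size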
# Target sequence (P07550 whole entry, looked up): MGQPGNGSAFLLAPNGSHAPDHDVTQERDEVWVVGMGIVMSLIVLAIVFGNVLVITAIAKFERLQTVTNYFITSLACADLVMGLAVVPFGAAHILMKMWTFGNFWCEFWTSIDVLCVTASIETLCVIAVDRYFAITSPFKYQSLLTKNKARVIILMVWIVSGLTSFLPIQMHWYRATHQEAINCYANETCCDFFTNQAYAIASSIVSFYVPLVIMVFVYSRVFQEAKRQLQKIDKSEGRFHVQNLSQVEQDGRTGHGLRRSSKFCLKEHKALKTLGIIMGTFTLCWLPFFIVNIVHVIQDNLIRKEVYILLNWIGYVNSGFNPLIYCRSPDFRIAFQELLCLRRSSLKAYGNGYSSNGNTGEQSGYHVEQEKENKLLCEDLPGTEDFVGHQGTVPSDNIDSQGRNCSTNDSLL
# PKM2 act: PKM2 (human) enzyme activation | P14618 | 0.34% of 260,000 active | purified PKM2, Kinase-Glo ATP luminescence, activation; response scale: 0% is enzyme alone, no compound | Potency, µM (top dose mostly 57.5 µM), without a hit: at the top dose activation, hits mostly activators | AID 1631; further: potency means the concentration at half of the fitted maximal effect; on the % scale 0 is the no-effect control and ±100 the full control effect; nearly all actives have a fitted effect of over 55% in size
#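 Purified hPK-M2 (>95% pure) converted ADP (0.1 mM final) to ATP with 0.5 mM PEP in 50 mM imidazole pH7.2, KCl, MgCl2, Tween 20, BSA; 1 h at room temperature. ATP detected by Kinase-Glo luminescence.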
# S-ASM inh: human S-ASM enzyme inhibition. placental ASM, HMU-PC fluorogenic substrate, 60 min. Potency, µM (series often up to 57.5 µM), for inactives: top-dose activity change, negative = inhibition, hits mostly inhibitors. 0.006% of 340,000 active. AID 504937; further: potency means the concentration at half of the fitted maximal effect
# Target sequence (P17405 47-631 limits assumed): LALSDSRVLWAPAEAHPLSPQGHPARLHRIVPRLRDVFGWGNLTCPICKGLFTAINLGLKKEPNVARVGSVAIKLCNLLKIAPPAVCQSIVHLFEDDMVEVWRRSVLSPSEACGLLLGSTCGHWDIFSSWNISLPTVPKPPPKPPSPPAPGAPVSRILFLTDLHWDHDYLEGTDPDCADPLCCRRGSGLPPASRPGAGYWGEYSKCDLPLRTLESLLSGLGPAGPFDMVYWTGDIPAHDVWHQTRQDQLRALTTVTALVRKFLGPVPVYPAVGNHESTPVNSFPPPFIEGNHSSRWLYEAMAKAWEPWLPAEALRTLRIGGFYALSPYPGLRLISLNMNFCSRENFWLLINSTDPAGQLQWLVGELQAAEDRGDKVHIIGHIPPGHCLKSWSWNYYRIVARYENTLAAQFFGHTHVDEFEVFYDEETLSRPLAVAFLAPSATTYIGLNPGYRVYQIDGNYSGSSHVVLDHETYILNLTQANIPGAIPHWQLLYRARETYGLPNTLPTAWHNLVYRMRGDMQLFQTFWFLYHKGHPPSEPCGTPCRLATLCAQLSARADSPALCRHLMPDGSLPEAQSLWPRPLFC
#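 Steps: dispense placental human ASM, pin compound, wait 10 min at room temperature, add HMU-PC0 substrate at 9 uM final, incubate 60 min at 37 °C, add stop solution raising pH to 10, read fluorescence.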
# PTAP TSG101 blk: blocks PTAP/TSG101 interaction to inhibit HIV-1 budding. Q99816. Potency, µM (doses to about 115 µM), for the others: top-dose activity change, negative = inhibition, hits mostly inhibitors. 340,000 tested, under 10 active. Fluorescence polarization, FITC-PTAP peptide / Tsg101 binding; active means well fitted inhibition curve with a large enough effect in the main read-out, with a control signal flat, not every such curve was filed as active; inconclusive means small, poorly fitted or top-dose-only effect, or effect the other way, or a change in a side signal; inactive means no such curve, though single readings can be large or run the other way; further: potency means the concentration at half of the fitted maximal effect; % of control where 0% means no effect
#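 Fluorescence polarization binding of Tsg101 binding domain (10 uM final) to FITC-labeled PTAP peptide (50 nM final) in HEPES pH 7.5 buffer with NaCl, Tween 20, EDTA, TCEP. Compounds added before peptide; binding 20 min at RT.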
# * hit, by the source's call; i = inactive; ? = inconclusive; / = not tested or not shown; & = joins results of further samples; [ ] = another dose, or the depositor's remark. Unless noted, the call rests on the fitted dose curve; in most records, active means well fitted curve in the direction sought with a large enough effect; inconclusive means small, poorly fitted or top-dose-only effect, or another doubt; inactive means no such curve, though single readings can be large; an effect the other way counts as inactive or inconclusive.
SMILES,GALK inh,Giardia killer,Tb PFK inh,Coupling enz,Menin-MLL TR inh,a7 integrin act,BCR signal inh,B2AR arrestin,PKM2 act,S-ASM inh,PTAP TSG101 blk
CC(=O)c1ccc(N2CCN(S(=O)(=O)c3ccc4c(c3)NC(=O)CC(=O)N4)CC2)cc1,0%,-28,-7%,/,/,-11%,2%,0.2%,/,5%,-4%
O=C1C(C2=NC(c3ccccn3)C3C(=O)N(c4ccc(Cl)cc4Cl)C(=O)C23)=C(O)c2ccccc21 (stereo unspecified),-4%,6,7%,0,/,1%,-14%,-0.2%,4%,-2%,-2%
O=C(C1CCN(S(=O)(=O)c2cccc3nsnc23)CC1)N1CCc2ccccc2C1,1%,-7,-2%,0,-5%,-9%,2%,0.0%,0%,-1%,-6%
O=C(c1ccc(-n2nc(C(F)(F)F)c3c2CCCC3)cc1)N1CCOCC1,7%,16,2%,4,-19%,7%,-14%,0.0%,0%,33%,-5%
O=C(CN1CCc2ccccc2C1)NC1CCCC1,12%,-14,-1%,-1,-15%,0%,-6%,-0.2%,0%,1%,1%
O=C1CC(c2ccccc2)CC2=C1C(c1ccccn1)Nc1ccccc1N2 (stereo unspecified),3%,25,0%,1,-1%,6%,-16%,3.1%,-1%,5%,-10%
O=C(O)c1cccc(Nc2ncnc3c2cnn3-c2ccccc2)c1,-2%,-19,2%,1,-7%,3%,?,-0.2%,1%,-2%,-1%
COc1cc(/C=N/NC(=O)C(Cc2c[nH]c3ccccc23)NC(=O)OCC(C)C)cc([N+](=O)[O-])c1OCc1ccccc1 (stereo unspecified),0%,0,-7%,-7,?,3%,?,-0.2%,-7%,-2%,-1%
CCc1ccc(S(=O)(=O)NCC2(N3CCOCC3)CCCCC2)cc1,/,6,0%,/,/,25%,3%,0.2%,/,3%,-6%
COc1ccc(OC)c(/C=N/NC(=O)c2[nH]ncc2Br)c1,-1%,8,-5%,-10,/,18%,?,0.1%,-2%,163%[activator],0%
Cc1cccnc1NC(=O)c1ccc(S(=O)(=O)N2CCCCCC2)cc1,/,-17,1%,/,/,14%,?,-1.6%,/,/,-2%
CCN(CC)CCNC(=O)Cn1c(C)cc2ccccc2c1=O,-2%,7,-2%,-1,-3%,13%,-5%,-0.5%,-3%,0%,-4%
C/C(=N/NC(=O)CN1CCN(Cc2ccccc2Cl)CC1)c1cccs1,4%,0,-2%,1,/,-17%,-11%,-0.4%,-3%,1%,0%
Fc1ccc2cnc(-c3cccnc3)cc2c1,/,-8,9%,/,/,12%,3%,0.0%,/,1%,-1%
CNc1c([N+](=O)[O-])cnn1-c1ccccc1F,0%,11,-10%,1,2%,-22%,-9%,0.1%,1%,-1%,-3%
CCN(CC)S(=O)(=O)c1ccc(C)c(NC(=O)COC(=O)CN2C(=O)NC(C)(C)C2=O)c1,/,21,-2%,/,/,29%,?,0.1%,/,-2%,0%
CC(=O)Nc1ccccc1OCC(=O)N(Cc1ccccc1)C(C)C,0%,-25,-1%,-5,-17%,-8%,-4%,-0.8%,1%,6%,5%
NS(=O)(=O)c1ccc(-c2ccc(/C=N/NC(=O)c3ccccc3O)o2)cc1,/,-2,-28%,1,/,23%,?,-0.3%,-5%,-1%,2%
CCn1c(C)c(C)c2cc(C(=O)NCCCN3CCCC3)ccc21,0%,11,0%,-1,?,-10%,3%,3.5%,3%,2%,-2%
Cc1ccc(C2(C)NC(=O)N(CC(=O)NCc3cccc(Cl)c3)C2=O)cc1 (stereo unspecified),-1%,-15,-3%,-4,-19%,0%,-1%,-0.2%,/,0%,-1%
Cc1ccc(CN2CC(C(=O)N(Cc3nnc(-c4ccccc4Cl)o3)C3CC3)CC2=O)cc1 (stereo unspecified),/,-16,0%,/,/,13%,?,0.0%,/,-3%,-3%
COCCCNC(=O)c1cc(Sc2nnc(C)s2)nc2ccccc12,1%,0,-3%,-1,/,0%,?,-0.3%,-4%,-2%,-3%
CCCCC1=CC2=C(c3ccco3)C(=O)C(C)(OC(=O)c3ccc(OC)cc3)C(=O)C2=CN1C1CCCCC1 (stereo unspecified),4%,-16,-9%,-17&-28,-23%[11.7 µM],2%,0%,5.1%,?,-10%,/
COc1ccc(OC)c(Cc2nnc(CCC(=O)N3CCCCC3c3nccs3)o2)c1 (stereo unspecified),0%,1,13%,1,?,-10%,?,0.5%,-1%,-2%,1%
COc1ccccc1CNS(=O)(=O)c1ccc(-n2cccn2)cc1,-4%,4,2%,/,/,13%,3%,0.0%,/,-1%,-2%
COc1cc(/C=C(\C#N)C(=O)NCC2CCCO2)cc(OC)c1OC (stereo unspecified),1%,-20,1%,-5,-12%,-11%,?,-1.0%,-6%,6%,0%
COc1ccc(OC)c(CN2CCN(C(=O)c3ccc(F)cc3)CC2)c1,/,9,3%,-3,-13%,6%,-12%,-0.8%,0%,0%,1%
C=CCn1c(SCC(=O)N2CCCCC2)nnc1-c1ccncc1,1%,1,1%,1,7%,-5%,1%,0.2%,1%,4%,-3%
CC(=O)NC(Cc1cccc(C)c1)C(=O)NC1CCN(S(=O)(=O)c2ccccc2)CC1 (stereo unspecified),0%,12,-11%,-3,/,-31%,4%,0.2%,/,0%,-2%
CCN1CCN(c2cc(C)c3cc(NC(=S)N(C)Cc4ccccc4)ccc3n2)CC1,1%,17,4%,0,0%,-18%,?,-0.1%,/,35%[activator],-2%
COC(=O)CNC(=O)C1CCN(S(=O)(=O)c2cnc[nH]2)CC1,4%,-13,3%,/,/,-9%,?,0.2%,/,1%,-4%
CCC(=O)N1CCc2cc(Br)cc(S(=O)(=O)N3CCCCC3CC)c21 (stereo unspecified),-3%,17,3%,-1,?,-20%,-2%,0.2%,-9%,-1%,-6%
CCC(=O)Nc1cccc(-c2cn3ccsc3n2)c1,-2%,5,-2%,0,/,12%,-2%,0.2%,-2%,0%,0%
CCOC(=O)N1CCN(C(=O)CSCC(=O)Nc2nc(-c3ccc(C)cc3)cs2)CC1,-7%,-15,-3%,0,-17%,1%,-5%,-0.4%,-10%,-14%,5%
CCOc1ccc(/C=C2\CCC(C3CCCC3)C2=O)cc1OC (stereo unspecified),0%,30[activator],-1%,0,-19%,14%,?,-1.1%,/,-8%,-13%
CC(=O)Nc1ccc(S(=O)(=O)NCC(C)NS(=O)(=O)c2ccc(NC(C)=O)cc2)cc1 (stereo unspecified),0%,-19,0%,2,-15%,6%,-5%,-0.2%,-3%,-3%,-7%
CS(=O)(=O)N1CCc2cc(C(=O)N3CCCCC3)ccc21,-3%,-11,0%,3,-15%,15%,14%,-0.7%,-4%,3%,0%
O=C(N/N=C/c1cn(CC(=O)N2CCOCC2)c2ccccc12)c1cccnc1,-1%,-13,2%,2,/,-11%,?,-1.1%,7%,2%,-6%
CC(/C=N/NC(=O)NC1CCCCC1)=C\c1ccccc1,-2%,-11,-2%,-1,?,-7%,?,0.1%,-7%,-6%,1%
CC(=O)Nc1ccc(S(=O)(=O)NC2Cc3ccccc3C2)cc1,1%,0,-2%,3,34%[activator],3%,-6%,-0.3%,/,-3%,-5%
Cc1cc(NS(=O)(=O)c2ccc(NC(=O)COc3c(C)cc(Br)cc3C)cc2)no1,0%,7,-1%,6,24%,-33%,?,0.4%,1%,?,-12%
Cc1ccc(C(C[N+](=O)[O-])c2c(C)[nH]n(-c3ccccc3)c2=O)cc1 (stereo unspecified),3%,-9,?,-32*,/,-17%,0%,0.3%,-1%,8%,1%
Cc1ccc(S(=O)(=O)NCC(=O)N(CC(=O)NC(C)(C)C)Cc2ccc3c(c2)OCO3)cc1,4%,-24,1%,1,-8%,-21%,-8%,-0.3%,-3%,4%,2%
COc1ccc(C2CC(c3cccc(Br)c3)=NN2c2ccc(S(N)(=O)=O)cc2)cc1 (stereo unspecified),/,-2,0%,/,/,-37%,?,0.2%,/,i,2%
CC(=O)N(c1ccc(Cl)cc1)c1nc(C)cc(C)c1C#N,-1%,-18,-8%,1,2%,-13%,-1%,-1.3%,-2%,-3%,-4%

# Not all compounds are listed; rates above refer to the full screens.
